LYP phosphatase: inhibitors of LYP phosphatase, biochemical, fluorescence intensity, uHTS (AID 1779); Tyrosine-protein phosphatase non-receptor type 22 (Homo sapiens); recombinant LYP phosphatase, fluorescence intensity; higher % means a stronger effect; one-dose inhibition, % at 11.5 µM; IC50 in µM for titrated hits; 290,000 compounds, 0.054% hits; in the data active = inhibition above about 50%;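 also: plate controls were vehicle with enzyme for no effect and no enzyme for full effect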
T cell modulator: modulators of CD8 T cell-vesicle binding, primary screen, mouse 2C CD8+ T cells, flow cytometry; 2C CD8+ T cell-vesicle binding; stronger effect = lower value; calls only at 7 µM; 330,000 compounds, 0.068% hits; AID 2052, 2009;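 active = response, share of CD8 T cells binding vesicles, and their 90th percentile fluorescence all below set limits, cut at about 80% in these data, passing the limit was not always enough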
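Read-out – percent CD8+ FL2 mean versus row control · System – murine 2C transgenic CD8+ T lymphocytes · Times – 1.5 h cell–vesicle binding at 37 °C, then 20 min icy labelling · Control set – naked vesicles low, QL9 vesicles with vehicle high · Detection – cytometric PE anti-B7-1 and Alexa647 anti-CD8 signals after 1% paraformaldehyde fixation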
Hep lipid drop: inhibitors of hepatocyte lipid droplet formation, primary screen, imaging, high-throughput imaging, BODIPY stain | AML12 mouse hepatocytes, oleate lipid droplets | inhibition, % at 6.5 µM | 240,000 compounds, 0.4% hits;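 active = lipid droplet intensity inhibited by at least 50%, with more than 500 cells counted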
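Technique: fluorescence imaging, 20x objective, two fields per well / Assay system: AML12 hepatocytes (mouse) / Measure: % inhibition of lipid droplet signal / Doses: 6.5 µM single-point dosing / Incubation: overnight exposure / Reagent: 100 µM oleic acid challenge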
NTR1 agonist: agonists of NTR1, primary screen, imaging, U2OS cells, beta-arrestin-GFP, high content (AID 493036); Neurotensin receptor type 1 (Homo sapiens), P30989; NTR1-U2OS beta-arrestin-GFP spot imaging, agonist mode; activation, % at 20 µM; 330,000 compounds, 0.17% hits;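 active = activation at or above 40% of the spot to cytoplasm intensity ratio, with at least 20 cells analyzed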;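 also: 0% = DMSO without peptide and 100% = 100 nM NTR1 peptide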
Target sequence (P30989 whole entry, looked up): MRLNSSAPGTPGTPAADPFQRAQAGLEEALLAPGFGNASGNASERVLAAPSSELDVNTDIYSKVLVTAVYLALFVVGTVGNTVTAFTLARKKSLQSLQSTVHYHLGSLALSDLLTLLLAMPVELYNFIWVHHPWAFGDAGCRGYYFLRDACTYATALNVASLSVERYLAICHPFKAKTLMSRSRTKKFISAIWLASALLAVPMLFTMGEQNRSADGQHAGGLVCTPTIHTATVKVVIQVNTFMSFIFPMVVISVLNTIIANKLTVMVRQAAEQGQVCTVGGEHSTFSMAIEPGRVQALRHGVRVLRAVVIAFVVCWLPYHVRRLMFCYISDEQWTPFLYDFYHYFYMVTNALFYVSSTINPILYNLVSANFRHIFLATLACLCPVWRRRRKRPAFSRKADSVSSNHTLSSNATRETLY
GPR55 activation: GPR55 agonists via beta-arrestin recruitment, primary screen, imaging, U2OS cells, beta-arrestin-GFP redistribution (AID 1961); G-protein coupled receptor 55 (Homo sapiens); U2OS GPR55 beta-arrestin-GFP redistribution imaging; higher % means a stronger effect; activation, % at 10 µM, or EC50 in µM where a hit was titrated; 290,000 compounds, 0.048% hits;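 active = activation above 40% with more than 50 cells counted in the well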;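 also: U2OS osteosarcoma cells stably expressing GPR55 and beta-arrestin-GFP; plate controls were DMSO negative control for no effect and LPI positive control for full effect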
GPR55 antagonists: GPR55 antagonists blocking LPI-driven arrestin recruitment, primary screen, imaging, U2OS, beta-arrestin-GFP, LPI agonist (AID 2013); one-dose inhibition, % at 10 µM; IC50 in µM for titrated hits; 290,000 compounds, 0.13% hits; G-protein coupled receptor 55 (Homo sapiens); U2OS GPR55 beta-arrestin-GFP translocation imaging, LPI antagonism; higher % means a stronger effect;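 active = spots per cell inhibited over 60%, with over 100 cells counted and total cytoplasm intensity under 500,000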;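 also: U2OS cells stably carrying GPR55 and arrestin-GFP stimulated by 5 µM LPI near EC80; imaged beta-arrestin-GFP aggregate spots per cell after agonist stimulation; plate controls were LPI-stimulated DMSO wells for no effect and DMSO wells without LPI for full effect; some results filed as inactive read as strong as hits; confirmed hits need IC50 under 10 µM and bright autofluorescent wells are also inconclusive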
Large T inhibition: SV40 large T antigen inhibitors, biochemical (AID 1903); SV40 large T antigen ATPase/helicase inhibition assay; higher % means a stronger effect; inhibition, % at 20 µM; hits with a dose series show IC50 in µM; 310,000 compounds, 0.39% hits; in the data active = a potency from the dose series; also: strong numbers were not always called active
GPR35 arrestin U2OS: GPR35 antagonists blocking zaprinast-driven arrestin recruitment, primary screen, imaging, U2OS, beta-arrestin-GFP, zaprinast agonist (AID 2058); G-protein coupled receptor 35 (Homo sapiens); U2OS GPR35 beta-arrestin-GFP translocation imaging, zaprinast antagonism; higher % means a stronger effect; inhibition, % at 10 µM, or IC50 in µM where a hit was titrated; 290,000 compounds, 0.052% hits;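 active = inhibition of at least 50% with at least 30 cells and total cytoplasm GFP at most 10,000,000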
Rac1 GTP hydrolysis: MgcRacGAP GTPase-activating activity inhibitors, confirmation, biochemical, ADP Hunter fluorescence; Rac GTPase-activating protein 1 (Homo sapiens); MgcRacGAP-stimulated Rac1 GTP hydrolysis, ADP Hunter fluorescence; higher % means a stronger effect; GST-tagged Rac1 F28L mutant substrate; one-dose inhibition, % at 30 µM; IC50 in µM for titrated hits; 340,000 compounds, 0.6% hits;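 active = first-screen hits whose inhibition reached a set limit at any dose in the follow-up dose series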;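 also: fluorescence reports GDP produced by GAP-driven GTP hydrolysis; strong numbers were not always called active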
Hep lipid drop cells 6.5 µM: further read-out of Hep lipid drop, marked with its call; cell count; measured here: cell count, cytotoxicity flag;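 cells counted across two imaged fields per well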
T cell modulator vesicle-bound %: recorded beside T cell modulator, whose call it bears; double positive events, %; measured here: CD8+ vesicle-bound cell fraction;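 binding gate set so that unloaded-vesicle control wells show 10% double positive cells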
NTR1 agonist cell count 20 µM: recorded beside NTR1 agonist, whose call it bears; cell count; measured here: cell count, cytotoxicity flag
The depositor's hits bear a star; i = inactive; . = no result given. No enrichment for hits. Share with any hit: about 1.8%.

SMILES	LYP phosphatase	T cell modulator	T cell modulator vesicle-bound %	Hep lipid drop	Hep lipid drop cells 6.5 µM	NTR1 agonist	NTR1 agonist cell count 20 µM	GPR55 activation	GPR55 antagonists	Large T inhibition	GPR35 arrestin U2OS	Rac1 GTP hydrolysis
COc1ccccc1Cn1c(SCC(N)=O)nc2c(oc3ccccc32)c1=O	-5%	.	.	-17	666	.	.	-0.1%	17%	2%	17%	-6%
CC(C)Cc1ccc(S(=O)(=O)N2CCN(c3ccccn3)CC2)cc1	-3%	i	22	11	842	1.4	74	-0.1%	-7%	3%	15%	6%
C1=C(c2ccccc2)CCN(c2nc3ccccc3n3cnnc23)C1	-6%	i	54	.	.	6.0	79	0.3%	-12%	18%	-6%	3%
CC(CNCC1CCCO1)COc1ccccc1 (stereo not given)	-4%	i	21	10	800	7.6	100	-0.2%	7%	-1%	9%	15%
Cc1nn(-c2cccc(C(F)(F)F)c2)c(Cl)c1/C=N/n1cnnc1	-2%	i	27	.	.	0.6	37	-0.2%	25%	23%	3%	14%
O=C(Nc1ccccc1Cl)C1CC(=O)N(c2ccccc2)C1 (stereo not given)	-2%	i	57	-2	746	-0.2	41	-0.1%	7%	1%	-3%	.
Cc1ccccc1Cn1cc(S(=O)(=O)CC(=O)Nc2nccs2)c2ccccc21	-4%	i	20	-2	699	8.5	66	0.2%	4%	-1%	-5%	3%
CC(C(=O)NCc1ccc(F)cc1)n1ccc2cc(S(=O)(=O)N3CCCC3)ccc21 (stereo not given)	-5%	i	29	3	759	1.5	67	-0.2%	4%	8%	14%	7%
CC1CCc2sc(-c3n[nH]c(=S)o3)cc2C1 (stereo not given)	-19%	i	11	-3	645	-0.7	49	0.0%	-11%	8%	-8%	25%
CCC1CCCCN1C(=O)c1ccc2c(c1)C(=O)N(c1ccc(C)cc1)C2=O (stereo not given)	-3%	i	16	4	838	-1.3	49	-0.1%	-7%	4%	-10%	3%
O=C1CN(C(=O)COC(=O)CCC(=O)c2ccc3c(c2)OCCO3)c2ccccc2N1	-4%	i	66	-1	695	-1.1	46	-0.1%	22%	2%	-10%	1%
CC(C)[C@H](NC(=O)OCc1ccccc1)C(=O)NCc1ccccc1	0%	i	52	0	620	-0.2	71	0.6%	3%	21%	4%	2%
Cc1ccc(S(=O)(=O)c2cnc(-c3ccccc3)nc2Oc2ccccc2)cc1	-2%	.	.	.	.	.	.	-0.1%	4%	-3%	20%	.
COc1ccc2c(c1)C(c1ccc(C)o1)=NNC(c1ccccc1)=N2	-1%	i	50	-8	616	1.9	79	0.2%	0%	9%	0%	2%
CCOC(=O)C1CCN(C(=O)C2CCC(=O)N(Cc3cccc(C(F)(F)F)c3)C2)CC1 (stereo not given)	-9%	i	13	-20	695	0.7	57	0.4%	-8%	11%	2%	6%
O=C1CCC(=O)N1OCCCOc1ccc2c(c1)CCC2	-11%	i	29	1	745	-0.9	57	0.0%	10%	6%	-7%	8%
CCN1CCN(S(=O)(=O)c2ccc(C(C)(C)C)cc2)CC1	-4%	i	27	3	835	0.7	65	-0.1%	9%	5%	16%	-2%
O=C(Nc1nc2ccccc2[nH]1)c1ccc(F)c(S(=O)(=O)N2CCOCC2)c1	-1%	i	15	-1	557	-0.5	36	-0.2%	-7%	23%	20%	13%
NNC(=O)c1ccc([N+](=O)[O-])c(CS(=O)(=O)c2ccc(Cl)cc2)c1	-3%	i	19	.	.	-0.7	46	-0.1%	15%	-1%	-2%	0%
O=S(=O)(NC1CCSc2ccccc21)c1ccccc1 (stereo not given)	4%	i	51	-18	799	1.3	37	0.6%	1%	8%	-4%	8%
CCOc1ccc(S(=O)(=O)Nc2cnc3ccccc3c2)cc1	-7%	i	53	-3	749	1.2	39	0.1%	-7%	4%	10%	2%
CCCCOc1ccc(-c2[nH]ncc2C=O)cc1	-2%	i	62	-2	696	0.5	85	-0.3%	-2%	6%	-6%	12%
CCOC(=O)c1nnn(-c2ccccc2C#N)c1C	3%	i	57	.	.	-5.5	81	0.0%	2%	-6%	11%	7%
O=C(C1CCN(CCCc2ccccc2)CC1)N(CCc1ccccc1)Cc1ccccc1	-6%	i	46	-52	564	7.6	50	-0.5%	1%	5%	4%	23%
Cc1ccc(F)cc1NC(=O)Cc1ncc(C(F)(F)F)cc1Cl	-3%	i	22	-11	633	0.8	86	-0.1%	13%	9%	15%	2%

3 consecutive entries out of the list so far:
SMILES	LYP phosphatase	T cell modulator	T cell modulator vesicle-bound %	Hep lipid drop	Hep lipid drop cells 6.5 µM	NTR1 agonist	NTR1 agonist cell count 20 µM	GPR55 activation	GPR55 antagonists	Large T inhibition	GPR35 arrestin U2OS	Rac1 GTP hydrolysis
COc1ccccc1Cn1c(SCC(N)=O)nc2c(oc3ccccc32)c1=O	-5%	.	.	-17	666	.	.	-0.1%	17%	2%	17%	-6%
CC(C)Cc1ccc(S(=O)(=O)N2CCN(c3ccccn3)CC2)cc1	-3%	i	22	11	842	1.4	74	-0.1%	-7%	3%	15%	6%
C1=C(c2ccccc2)CCN(c2nc3ccccc3n3cnnc23)C1	-6%	i	54	.	.	6.0	79	0.3%	-12%	18%	-6%	3%

New compounds follow.
SMILES	LYP phosphatase	T cell modulator	T cell modulator vesicle-bound %	Hep lipid drop	Hep lipid drop cells 6.5 µM	NTR1 agonist	NTR1 agonist cell count 20 µM	GPR55 activation	GPR55 antagonists	Large T inhibition	GPR35 arrestin U2OS	Rac1 GTP hydrolysis
O=C(C1CCC1)N1CCN(c2cccc(C(F)(F)F)c2)CC1	-7%	i	62	-15	768	2.2	62	-0.2%	-6%	4%	2%	0%
O=C(NCCN1C(=O)S/C(=C\c2cccs2)C1=O)c1ccco1	0%	i	30	1	703	2.1	58	0.6%	20%	6%	-10%	3%
CCCCc1nc(N2CCOCC2)c(C#N)c2c1COC(C)(C)C2	-8%	i	54	-3	716	1.8	43	-0.1%	11%	10%	6%	3%
CCOC(=O)c1c(NC(=O)c2ccc(N3C(=O)[C@@H]4[C@H](C3=O)[C@H]3C=C[C@@H]4C3)cc2)sc2c1CC(C)CC2 (stereo not given in full)	-2%	i	55	-1	582	2.3	90	-0.2%	3%	15%	-12%	12%
CC(C)(C)c1ccc(/C=N/NC(=O)C2CCCC2)cc1	0%	i	26	-5	669	7.9	38	-0.1%	2%	13%	-6%	12%
CCOc1ccc(/C=N/NC(=O)c2nnn(-c3nonc3N)c2-c2ccc(OCC)cc2)cc1	1%	i	7	8	621	6.0	52	-0.3%	8%	6%	-10%	8%
CCC(=O)N1CCc2cc(S(=O)(=O)CCC(=O)N(C)c3ccc(OC)cc3OC)ccc21	-7%	i	28	-4	680	1.4	45	-0.2%	31%	2%	2%	-3%
O=c1c2ccccc2nc(N/N=C/c2ccc(O)cc2)n1O	9%	i	24	9	743	-0.7	41	-0.2%	10%	12%	-6%	18%
COc1ccc(S(=O)(=O)N(C)CC(=O)NCc2ccco2)cc1	-5%	i	13	.	.	0.1	51	-0.1%	-7%	18%	-4%	4%
COc1ccccc1NC(=O)c1ccc(NC(=O)CN(C)Cc2ccccc2F)cc1	6%	i	5	4	667	1.7	54	-0.3%	-10%	6%	3%	8%
O=C(Nc1ccc2nc3n(c(=O)c2c1)CCCCC3)c1cc([N+](=O)[O-])ccc1F	-1%	i	5	-6	756	11	66	-0.1%	-2%	6%	8%	8%
Cc1ccc(C(C)(C)C)cc1S(=O)(=O)Nc1cccc(S(=O)(=O)NC2=NCCC2)c1	-6%	i	27	-12	610	0.9	51	0.6%	4%	5%	4%	12%
COc1cc([N+](=O)[O-])cc(/C=N/NC(=O)C(C)Nc2cccc(C)c2)c1O (stereo not given)	-3%	i	34	-31	658	0.3	47	-0.2%	2%	-2%	0%	8%
O=C(NCc1ccco1)C(c1ccncc1)N(C(=O)Cc1cccs1)c1ccccc1 (stereo not given)	-5%	i	52	6	596	-0.8	16	-0.1%	7%	8%	16%	4%
CCOC(=O)c1cc(C(C)(C)C)nc(SC)c1C#N	-9%	i	9	21	649	1.9	46	-0.2%	9%	8%	-1%	6%
COc1cc(CN2CCCCC2C(=O)Nc2ccc(Oc3ccccc3)nc2)ccc1O (stereo not given)	-2%	i	18	-8	858	0.4	61	-0.1%	5%	10%	-3%	4%
CCCCC1(C(=O)OCC)NC(c2ccc(O)cc2)C2C(=O)N(c3ccccc3)C(=O)C21 (stereo not given)	-14%	i	28	.	.	-0.4	55	-0.1%	-9%	8%	-13%	16%
COc1ccc(/C=C/C(=O)N(Cc2cccs2)C2CCS(=O)(=O)C2)cc1 (stereo not given)	-3%	i	46	-2	650	0.0	52	-0.3%	-5%	9%	-13%	3%
NCCSSCCN	-7%	i	16	-13	704	-2.1	57	0.4%	-1%	13%	-10%	7%
Cc1cc(Cl)c2oc(C(=O)N(C)CCc3cnn(C)c3)c(C)c2c1	-12%	i	8	-2	810	-0.5	55	-0.1%	1%	1%	7%	5%
CCn1c(SCC(=O)Nc2ccc(S(N)(=O)=O)cc2)nnc1-c1cccc(OC)c1	-8%	i	40	.	.	-1.1	46	0.5%	2%	6%	-9%	7%
S=C(NCc1ccc(Cl)c(Cl)c1)NCc1ccco1	-3%	i	64	7	864	-0.2	40	-0.1%	6%	8%	-5%	6%
COc1ccc(-c2nc(C)sc2C)cc1	-6%	i	57	3	635	-2.1	97	0.0%	2%	3%	-4%	13%
CCOC(=O)c1ccc(N2C(=O)CC(N3CCC(O)(c4ccc(Br)cc4)CC3)C2=O)cc1 (stereo not given)	-6%	i	12	16	805	-0.1	63	-0.1%	10%	5%	10%	0%
Cc1c(C(=O)NCCN2CCOC2=O)oc2c(F)cccc12	-9%	i	14	-1	681	-0.5	68	0.3%	5%	7%	15%	1%
Cn1c(=O)c2c(ncn2CC(=O)OCC(=O)NCc2ccccc2Cl)n(C)c1=O	-11%	i	9	4	743	-0.6	63	-0.2%	0%	10%	0%	2%
CCCCc1c(O)nc(SCC(=O)c2ccccc2)n(-c2ccccc2C)c1=O	3%	i	36	-5	693	-0.1	48	-0.1%	14%	13%	6%	-9%
